Screening data (PubChem BioAssay)
CCT modulator = High-Throughput Screening for Modulators of Cytosolic Chaperonin Activity; AID 651819, 2012; 360,000 tested, 0.3% active; activity change, % (test concentration not listed), hits read low; purified chaperonin ATPase assay, HTRF ADP detection, 30 min; in the data active = activity change below about -30%; note: % is set by controls: 0 for no effect and ±100 for the full control effect
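Nucleotide hydrolysis assay: TRiC at 20–40 nM final (set by batch activity) with 10 uM ATP, 30 min at 37 °C, in presence of 76 uM compound. Detection by competitive ADP HTRF, 30 min ambient.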
A549 viability = Nrf2 qHTS screen for inhibitors: counterscreen for cytotoxicity; A549 ARE-Fluc cells, CellTiter-Fluor viability, 18-24 h; Potency, µM (doses to about 46 µM), for the others: at the highest dose activity change, negative = cytotoxicity, usual class: inhibitors; 390,000 tested, 0.16% active; AID 504648, 2011; note: potency is the fitted concentration of half-maximal effect; % is set by controls: 0 for no effect and ±100 for the full control effect
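A549 ARE_Fluc cells in 5% FBS OPTI-MEM were exposed to compounds in concentration-response for 18-24 h at 37 deg C. Viability was read by CellTiter-Fluor fluorescence (Ex 405/Em 525) after 30 min, before the luciferase read.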
MmCpn inh = Inhibitors of TCP-1 ring complex (TRiC) of Methanococcus maripaludis (MmCpn): qHTS. Potency, µM (titrated, usually from 76.9 µM), without a hit: top-dose activity, negative = inhibition, most hits filed as inhibitors. 330,000 tested, 0.031% active. purified Mm-Cpn ATPase, ADP Transcreener TR-FRET. AID 504842, 2011; note: potency is the fitted concentration of half-maximal effect; % is set by controls: 0 for no effect and ±100 for the full control effect; nearly all actives have a fitted effect of over 80% in size
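Compound-treated chaperonin, 25 nM final, turns over 10 uM ATP at 37°C for 30 min following a 10 min preincubation; ADP generated competes with ADP-d2 for Eu-cryptate antibody, lowering FRET.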
Akt phos inh = HTS Assay for Inhibitors of Akt Phophorylation: Primary Screen | activity change, % for hits at 50 µM | 360,000 tested, 0.32% active | Neuro2A IGF-stimulated pAkt S473 HTRF, 20 min; hits give low values; in the data active = activity change below about -80%; inconclusive = mostly about -51% to -80%; note: % is set by controls: 0 for no effect and ±100 for the full control effect
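Neuro2A cells (4,500/well, DMEM with 0.5% FBS) were treated with compound at a single 50 µM final concentration, stimulated with 6 nM IGF for 20 min at 37 °C, and lysed. Phospho-Akt Ser473 was read by HTRF as 665/615 ratio ×10^4.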
ATXN viability = Viability Counterscreen for Primary qHTS for Inhibitors of ATXN expression. S2 cells (HEK-293 line with an ATXN2-luciferase reporter) viability, CellTiter-Fluor protease fluorescence, 24 h. Potency, µM (top dose mostly 56.7 µM), hits mostly cytotoxic. 400,000 tested, 0.49% active. AID 651635, 2014; note: potency is the fitted concentration of half-maximal effect; nearly all actives have a fitted effect of over 40% in size
TGFb SMAD3 inh = qHTS for Inhibitors of TGF-b. HepG2 CAGA-GFP TGF-b/SMAD3 reporter, GFP fluorescence, 18 h; TGF-beta stimulated, 500 pg/mL final. Potency, µM (top dose mostly 46.1 µM), for the others: at the highest dose activity, negative = inhibition, usual class: inhibitors. 410,000 tested, 1.2% active; note: potency is the fitted concentration of half-maximal effect; % is set by controls: 0 for no effect and ±100 for the full control effect; nearly all actives have a fitted effect of over 65% in size
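HEPG2 CAGA-GFP, 1000 cells/well; 2 h settle, 37 C; cpd via pin tool; TGF-b 500 pg/mL final; 18 h, 37 C; GFP imaging ex488/em500-530; %Activity normalised to -TGF-b and +DMSO controls; CRC fit, curve class.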
HepG2 tox = qHTS for Inhibitors of TGF-b: Cytotox Counterscreen; Potency, µM (doses to about 46.1 µM), for the others: at the highest dose activity change, negative = cytotoxicity, usual class: cytotoxic; HepG2 CAGA-GFP viability, ATP luminescence, 18 h; 410,000 tested, 0.76% active; note: potency is the fitted concentration of half-maximal effect; some results filed as inactive show a strong effect at the top dose
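HepG2 CAGA-GFP cells (1000/well, DMEM with 1% FBS) received compound, then TGF-beta at 500 pg/mL final, and were incubated 18 hours at 37 degrees C. Viability was read by CellTiter-Glo luminescence. Media-only wells were set as complete cell-killing and DMSO as no toxicity.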
Nrf2 block = Nrf2 qHTS screen for inhibitors | Potency, µM (doses to about 46 µM), inactives show top-dose activity change, negative = inhibition, usual class: inhibitors | A549 ARE-Fluc reporter, luciferase luminescence, 18-24 h | AID 504444, 2011 | 360,000 tested, 2.1% active; note: potency is the fitted concentration of half-maximal effect; % is set by controls: 0 for no effect and ±100 for the full control effect; nearly all actives have a fitted effect of over 60% in size
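Reporter: ARE-Fluc in A549. Exposure: 18-24 h, 37 °C, 5% CO2, 5% FBS OPTI-MEM. Readouts: fluorescent cytotoxicity (CellTiter-Fluor), then luminescent Nrf2 signal after BugLite.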
Nrf2 activator = qHTS of Nrf2 Activators; Potency, µM (titrated, usually from 46.1 µM), for inactives: at the top dose activation, usual class: activators; 410,000 tested, 0.31% active; AREc32 ARE-luciferase reporter (MCF7-derived line), luminescence, 24 h; note: potency is the fitted concentration of half-maximal effect; % of control where 0% means no effect; nearly all actives have a fitted effect of over 65% in size
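AREc32_Fluc, 1000 cells/well, OPTI-MEM + 5% FBS, o/n 37 deg C 5% CO2; 23 nL cpd by pin tool, 24 hr; Steady-Glo 30 min RT, luminescence.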
Starred values were filed as active, the others as inactive; i = inactive; ? = inconclusive; . = not tested or not shown; [ ] = another dose, or the depositor's remark. Unless noted, calls come from the whole dose curve; as a rule, active = well fitted curve in the direction sought with a large enough effect; inconclusive = small, poorly fitted or top-dose-only effect, or another doubt; inactive = no such curve, though single readings can be large; an effect the other way counts as inactive or inconclusive.

The first two entries as a preview:
Values run as follows: CCT modulator	A549 viability	MmCpn inh	Akt phos inh	ATXN viability	TGFb SMAD3 inh	HepG2 tox	Nrf2 block	Nrf2 activator
- O=C(NC1CC1)c1ccc(C2SCC(=O)N2Cc2ccccc2)cc1 (stereo unspecified)
    1.0	4%	0%	i	i	4%	1%	-7%	-0.1%
- O=S(=O)(Nc1cccc(-c2cn3c(n2)SCC3)c1)c1ccccc1F
    -0.1	0%	-11%	i	i	-25%	-2%	-10%	3.4%

The listing, repeating the preview:
Values run as follows: CCT modulator	A549 viability	MmCpn inh	Akt phos inh	ATXN viability	TGFb SMAD3 inh	HepG2 tox	Nrf2 block	Nrf2 activator
- O=C(NC1CC1)c1ccc(C2SCC(=O)N2Cc2ccccc2)cc1 (stereo unspecified)
    1.0	4%	0%	i	i	4%	1%	-7%	-0.1%
- O=S(=O)(Nc1cccc(-c2cn3c(n2)SCC3)c1)c1ccccc1F
    -0.1	0%	-11%	i	i	-25%	-2%	-10%	3.4%
- CCC(CC)C(=O)N(C)c1c(C)nc2c(OCc3ccc(OC(F)F)cc3)cccn12
    -1.8	.	.	i	i	-29%	0%	.	0.2%
- Cc1nc2ccccn2c(=O)c1NC(=O)c1ccc2c(c1)OCO2
    0.2	.	.	i	i	-1%	-4%	.	-0.6%
- O=C(NCCS(=O)(=O)N1CCN(c2ccccc2F)CC1)c1cccs1
    -2.2	1%	-3%	i	i	-7%	-28%	-14%	-0.3%
- O=C(CNC(=O)C1CCCCC1)OCC(=O)c1ccc(-c2ccccc2)cc1
    .	-2%	.	.	.	31%[activator]	17%	8%	.
- CCn1c(/C=N/Nc2ccc(C(=O)O)cc2)nc2ccccc21
    -0.9	-15%	-3%	i	i	4%	11%	?	-0.1%[9.22 µM]
- Cc1ccc(C)c(S(=O)(=O)N2CCN(C(=O)CNC(=O)c3sc4ccccc4c3Cl)CC2)c1
    -9.4	1%	.	i	i	6%	-3%	-17%	-0.7%
- Cc1cn(C2OC[C@@H](O)[C@@H]2CO)c(=O)[nH]c1=O (stereo partly specified)
    0.0	-3%	0%	i	?	-1%	-1%	0%	-0.2%
- CC(=O)NC12CC3CC(C1)CC(C(=O)OCC(=O)Nc1ncc(Cl)c(C)c1Cl)(C3)C2
    -1.6	-6%	-6%	i	i	2%	-17%	5%	2.2%
- O=S(=O)(/N=C(/c1ccc(F)cc1)N1CCCCC1)c1ccc(Cl)cc1
    -15	6%	0%	i	i	-3%	-23%	4%	-0.9%
- COc1ccc(CNc2cc(C)ccn2)cc1
    -1.9	3%	2%	i	i	-4%	-1%	?	1.2%
- COc1cc(NC(=S)NCc2ccco2)cc(OC)c1
    1.1	-9%	1%	i	i	0%	-12%	-49%	-0.2%
- O=C(COC(=O)c1ccccc1OCc1ccccc1Cl)NC1CCS(=O)(=O)C1 (stereo unspecified)
    -0.1	2%	-1%	i	i	-3%	-10%	2%	-0.7%
- Cc1ccc(NC(=O)Nc2ccc(F)cc2F)c(OC(F)F)c1
    -4.2	-3%	0%	i	i	14%	-18%	?	-0.4%
- CCCn1c(SCC(=O)NCc2ccco2)nnc1C(C)C
    -42*	2%	0%	i	i	-15%	9%	5%	-0.3%
- COC(=O)CCC(=O)Nc1cccc(Cl)c1
    -2.2	1%	-3%	i	i	24%	14%	10%	-0.6%
- COC(=O)c1ccc(C(=O)OC)c(NC(=O)c2ccc(-c3ccccc3)s2)c1
    .	2%	.	.	i	1%	-2%	?	8.2%
- COc1ccccc1NC(=O)CN1CCC(n2c(C)nc3cc(F)ccc32)CC1
    -0.8	?	1%	i	i	-1%	-8%	-12%	2.2%
- Fc1ccc(-c2ccc(CNCCSc3nnnn3-c3ccccc3)o2)cc1Cl
    .	0%	.	.	i	-54%	-34%	-12%	8.9%
- Cc1ccsc1C(=O)OCc1nc2ccccc2c(=O)[nH]1
    -0.4	-7%	1%	i	i	9%	-3%	0%	3.3%
- COc1ccc([N+](=O)[O-])cc1NC(=O)c1csc(C)c1
    0.6	2%	1%	i	i	-21%	-27%	?	?
- CSc1ccc(CCNC(=O)Cn2ncc3c(=O)oc4ccccc4c32)cc1
    .	1%	.	.	i	-19%	-23%	-10%	-0.5%
- CC1CCC(NC(=O)c2ccc3c(c2)N(Cc2cccc(Cl)c2)C(=O)c2ccccc2S3=O)CC1 (stereo unspecified)
    .	7%	.	.	.	-8%	0%	.	4.1%
- COC(=O)C1=C(C)N(C(C)C)C(=O)C1(NC(=O)c1ccc(C(C)(C)C)cc1)C(F)(F)F (stereo unspecified)
    .	-1%	.	.	i	-13%	-44%	4%	0.0%
- COc1ccc(-c2nc3n(n2)C(c2cccc(C)c2)C(C(N)=O)=C(C)N3)cc1OC (stereo unspecified)
    .	2%	.	.	i	-16%	0%	-6%	0.5%
- CCOC(CNC(=O)Cn1nc(Cc2ccncc2)c2ccccc2c1=O)OCC
    -2.4	12%	0%	i	i	-3%	1%	-20%	-0.2%
- O=C(NNC1=Nc2cccc3cccc1c23)c1ccc(Br)cc1
    -3.3	-21%	0%	i	i	6%	-13%	?	2.4%
- COc1ccccc1NC(=O)CC1C(=O)NCCN1C(=O)Nc1ccc(Cl)c(Cl)c1 (stereo unspecified)
    2.3	-12%	0%	i	i	?	-99%	?	3.7%
- COc1ccc(OC)c(/C=C/C(=O)OCC(=O)Nc2nnc(-c3ccccc3)o2)c1
    3.8	1%	0%	i	i	-10%	-5%	?	6.4%

Reprinted from the part before: 3 entries, followed by the next part.
Values run as follows: CCT modulator	A549 viability	MmCpn inh	Akt phos inh	ATXN viability	TGFb SMAD3 inh	HepG2 tox	Nrf2 block	Nrf2 activator
- O=C(NNC1=Nc2cccc3cccc1c23)c1ccc(Br)cc1
    -3.3	-21%	0%	i	i	6%	-13%	?	2.4%
- COc1ccccc1NC(=O)CC1C(=O)NCCN1C(=O)Nc1ccc(Cl)c(Cl)c1 (stereo unspecified)
    2.3	-12%	0%	i	i	?	-99%	?	3.7%
- COc1ccc(OC)c(/C=C/C(=O)OCC(=O)Nc2nnc(-c3ccccc3)o2)c1
    3.8	1%	0%	i	i	-10%	-5%	?	6.4%
- CC1CCCC(O)(C(C(=O)O)c2ccccc2)C1 (stereo unspecified)
    -1.0	-6%	.	i	i	3%	5%	-7%	-0.3%
- COc1ccc(-c2c(-c3cc(OC)cc(OC)c3)n(C)c3ccc(-c4cc(F)cc(OC)c4)cc23)cc1
    0.2	0%	1%	i	i	-5%	0%	-1%	0.5%
- O=C(COC(=O)/C=C/c1ccc(OC(F)F)cc1)NC(=O)NCc1ccccc1
    -3.3	0%	0%	i	i	-18%	-9%	5%	-0.4%
- COc1cc(OC)cc(C(=O)NCC(=O)N2CCCCC2)c1
    -1.8	-2%	4%	i	i	-2%	1%	-1%	0.1%
- O=S(=O)(Nc1nc2ccccc2[nH]1)c1ccc2ccccc2c1
    -4.7	5%	1%	i	i	-13%	-4%	?	-0.5%
- Cc1cc(C)c(NC(=O)C2CC(=O)N(c3ccc4c(c3)OCCO4)C2)c(C)c1 (stereo unspecified)
    -2.0	-6%	2%	i	i	0%	0%	5%	-0.4%
- COc1ccc(C)cc1NC(=O)COC(=O)C1CCN(C(=O)c2ccc(Cl)cc2)CC1
    -1.0	-2%	1%	i	i	13%	8%	5%	-0.1%
- O=C(CCC(=O)N1CCN(c2ccc(C(F)(F)F)cn2)CC1)c1cccs1
    -3.4	-1%	0%	i	i	-6%	-31%	?	0.1%
- O=C(Nc1ccc([N+](=O)[O-])cc1)N1CCc2ccccc2C1
    -2.3	-1%	1%	i	i	-4%	-16%	-7%	0.0%
- CC(O)CNCc1cccc2ccccc12 (stereo unspecified)
    -1.4	-3%	-1%	i	?	2%	-19%	1%	-0.7%
- COc1ccccc1CNC(=O)c1ccc2nc(C)c(N(C)Cc3ccc(NC(C)=O)cc3)n2c1
    -0.1	.	.	i	i	22%	3%	.	0.2%[9.22 µM]
- Cc1cc(C(=O)CSCCCn2c(=O)[nH]c3ccccc32)c(C)n1C
    -2.6	-5%	-1%	i	i	-4%	-28%	-21%	0.1%
- COc1cccc(-c2ncc3ccccc3c2COC(=O)c2ccc(C(C)(C)C)cc2)c1
    0.2	11%	-1%	i	i	-4%	-30%	0%	0.5%
- Cc1ncc([N+](=O)[O-])n1CC(=O)Nc1ccccc1F
    -1.8	6%	1%	i	i	17%	6%	2%	-2.0%

A section taken from the entries so far, as a working copy:
Values run as follows: CCT modulator	A549 viability	MmCpn inh	Akt phos inh	ATXN viability	TGFb SMAD3 inh	HepG2 tox	Nrf2 block	Nrf2 activator
- COc1cc(OC)cc(C(=O)NCC(=O)N2CCCCC2)c1
    -1.8	-2%	4%	i	i	-2%	1%	-1%	0.1%
- O=S(=O)(Nc1nc2ccccc2[nH]1)c1ccc2ccccc2c1
    -4.7	5%	1%	i	i	-13%	-4%	?	-0.5%

Record cards, as listed above. Order of screens: CCT modulator	A549 viability	MmCpn inh	Akt phos inh	ATXN viability	TGFb SMAD3 inh	HepG2 tox	Nrf2 block	Nrf2 activator
Cc1cc(C)c(NC(=O)C2CC(=O)N(c3ccc4c(c3)OCCO4)C2)c(C)c1 (stereo unspecified) is listed as -2.0	-6%	2%	i	i	0%	0%	5%	-0.4%
O=C(CCC(=O)N1CCN(c2ccc(C(F)(F)F)cn2)CC1)c1cccs1 is listed as -3.4	-1%	0%	i	i	-6%	-31%	?	0.1%
